TRPC6 act: activators of mouse TRPC6 channel | AID 2550 | Q61143 | B-score at 10 µM | HEK293-TRPC6 membrane potential dye fluorescence; hits give high values | 310,000 tested, 0.13% active;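 active = B-score of the integrated fluorescence ratio above library mean plus 3 SD, and starting fluorescence ratio within library mean plus 5 SD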;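 note: higher score means more depolarization so channel activation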
TRPC4 PAM: allosterically enhances the mouse TRPC4 cation channel | Q9QUQ5 | HEK293 TRPC4beta/mu-opioid, DAMGO EC20, Fluo-4 Ca2+ flux; hits give high values | B-score at 10 µM | 310,000 tested, 0.42% active | AID 2227;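 active = B-score of calcium response area above 5 SD of library B-scores, with initial fluorescence ratio within 5 SD of library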;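 note: B-score of integrated fluorescence ratio over time as area under calcium response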
TRPC6 inhibitor: inhibitors of mouse TRPC6 channel. B-score at 10 µM. Q61143. 310,000 tested, 1.1% active. HEK293-TRPC6, membrane potential dye, ACh-evoked depolarization; hits give low values. AID 2553;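 active = B-score under library mean minus 3 SD, initial fluorescence not abnormally high, positive integrated signal ratio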;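 note: B-score derived from integrated fluorescence ratio over the kinetic read; more negative B-score means stronger inhibition of depolarization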
TMEM16A inh: inhibitors of mouse TMEM16A calcium-activated chloride channel. normalized B-score (activity score, 25-100; higher = stronger inhibition) at 10 µM. Q8BHY3. 310,000 tested, 1.2% active. HEK293 TMEM16A/YFP iodide influx fluorescence, ionomycin. AID 588511;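 active = ratio plate-corrected score three or more library SD toward inhibition, starting fluorescence score within five deviations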;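 note: score derived from kinetic fluorescence span divided by baseline fluorescence per well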
Target sequence (Q8BHY3 whole entry, looked up): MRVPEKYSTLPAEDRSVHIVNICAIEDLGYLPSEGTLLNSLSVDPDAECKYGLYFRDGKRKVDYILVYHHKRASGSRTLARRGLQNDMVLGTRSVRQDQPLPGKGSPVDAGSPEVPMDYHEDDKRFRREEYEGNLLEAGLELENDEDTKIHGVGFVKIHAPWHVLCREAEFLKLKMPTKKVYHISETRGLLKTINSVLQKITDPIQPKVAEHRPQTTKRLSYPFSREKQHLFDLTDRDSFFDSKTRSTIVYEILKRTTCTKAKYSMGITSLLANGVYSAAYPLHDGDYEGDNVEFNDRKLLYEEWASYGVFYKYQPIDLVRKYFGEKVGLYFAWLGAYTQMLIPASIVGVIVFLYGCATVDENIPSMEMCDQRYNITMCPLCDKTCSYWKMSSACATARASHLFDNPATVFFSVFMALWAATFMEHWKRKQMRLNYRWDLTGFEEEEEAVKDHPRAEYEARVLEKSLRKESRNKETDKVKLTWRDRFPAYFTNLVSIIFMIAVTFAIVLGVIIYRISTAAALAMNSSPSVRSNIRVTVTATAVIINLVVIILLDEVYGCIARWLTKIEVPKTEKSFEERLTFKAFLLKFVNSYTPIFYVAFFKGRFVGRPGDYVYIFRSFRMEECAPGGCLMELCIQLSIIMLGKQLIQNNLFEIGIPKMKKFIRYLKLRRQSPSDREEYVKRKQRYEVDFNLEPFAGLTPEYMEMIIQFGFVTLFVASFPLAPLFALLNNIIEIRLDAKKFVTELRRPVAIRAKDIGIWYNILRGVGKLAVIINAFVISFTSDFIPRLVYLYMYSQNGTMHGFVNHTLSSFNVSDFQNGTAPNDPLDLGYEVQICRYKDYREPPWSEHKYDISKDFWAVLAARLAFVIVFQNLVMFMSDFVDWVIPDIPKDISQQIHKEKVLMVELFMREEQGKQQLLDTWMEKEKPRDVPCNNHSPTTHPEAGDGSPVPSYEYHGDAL
ANO1 activ: mouse TMEM16A channel activation, primary screen | Q8BHY3 | HEK293 TMEM16A/YFP-H148Q/I152L, iodide quench fluorescence; hits give low values | B-score at 10 µM | 340,000 tested, 0.3% active | AID 623877;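 active = fluorescence-ratio B-score plate-corrected deviation score at least 3 library SD below zero, with starting fluorescence score within 5 deviations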;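 note: channel opened by trigger with iodide after compound preincubation; score built on the fluorescence ratio of max minus min over baseline; more negative score means more quench and so TMEM16A activation or potentiation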
MrgX1 allo act: human MrgX1 positive allosteric modulation, primary screen. MrgX1-HEK293, Fluo-4 calcium flux, FDSS; hits give high values. B-score at 10 µM. 310,000 tested, 0.63% active. AID 588675;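 active = plate-corrected calcium response at least 3 library SD above typical, normal starting fluorescence, not activating the receptor alone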;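 note: compound read alongside a low EC10 to EC30 dose of BAM8-22 agonist; peak minus trough fluorescence over baseline measured at the second addition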
MrgX1 antagonist: antagonists of human MrgX1 receptor. MRGX1-HEK293 calcium flux, Fluo-4, BAM8-22 antagonism; hits give low values. B-score at 10 µM. 310,000 tested, 1.3% active. AID 588676;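 active = calcium-response B-score plate-corrected more than 3 library SD below zero, starting fluorescence within 5 deviations, no agonist response on first addition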;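 note: peak minus trough fluorescence over baseline after final BAM8-22 challenge near maximal dose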
SKKanGAS inh: inhibitors of SKKanGAS S. pyogenes growth in kanamycin (SK-promoter or general growth effect); BacTiter-Glo, 6 h; inhibition, % at 7.5 µM; 300,000 tested, 1.3% active;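 active = mean replicate score, as percent of positive control median, at least 50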;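 note: strain carries kanamycin resistance gene driven by streptokinase promoter and grows in 40 µg/ml kanamycin; loss of luminescence reflects streptokinase promoter inhibition or plain growth inhibition; 0% = median of DMSO wells and 100% = positive control at its reference dose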
TRPC4 block: blocks the mouse TRPC4 cation channel; Q9QUQ5; HEK293 TRPC4beta/mu-opioid, DAMGO-evoked Fluo4 calcium flux; hits give low values; B-score at 10 µM; 300,000 tested, 0.39% active;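 active = B-score over 3 SD under the library average, no early fluorescence shift, positive overall ratio signal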
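System: stable TRPC4beta/mu-opioid receptor HEK293 cells; Dosing: single-point compound dosing; Measured by: Fluo4 Ca2+ flux fluorescence; Read-out basis: per-well B score of integrated baseline-normalized Fluo4 ratio.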
MrgX1 ag: activates human MrgX1 receptor signaling; Q96LB2; MrgX1-HEK293 cells, Fluo-4 calcium fluorescence, agonist mode; hits give high values; B-score at 10 µM; 310,000 tested, 0.44% active;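 active = calcium response B-score plate-corrected fluorescence ratio at least 3 library SD, with starting fluorescence B-score inside 5 SD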
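Test system: Stable human MrgX1 HEK293 cell line | Schedule: Overnight plating before 1 h dye loading | Read-out basis: Baseline-normalised fluorescence change ratio, B-scored | Detection: Kinetic calcium dye fluorescence, Fluo-4 NW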
TRPC4 agonist: TRPC4 (mouse) channel activation | HEK293 TRPC4beta/mu-opioid, Fluo4 calcium fluorescence; hits give high values | B-score at 10 µM | Q9QUQ5 | 310,000 tested, 0.49% active;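 active = B-score above 5 SD of library B-scores, and initial fluorescence ratio not above library mean plus 5 SD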;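 note: positive B-score marks a calcium rise read as TRPC4 activation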
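Assay system – TRPC4beta and mu-opioid receptor HEK293 stable cells · Measured by – Fluo4 fluorescence, kinetic · Schedule – dye loading 45 min room temperature, 110 s kinetic read · Read-out – B-scored integrated calcium fluorescence ratio · Controls – buffer and maximal DAMGO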
* = called active by the depositor; i = inactive; x = no result given.

SMILES | TRPC6 act | TRPC4 PAM | TRPC6 inhibitor | TMEM16A inh | ANO1 activ | MrgX1 allo act | MrgX1 antagonist | SKKanGAS inh | TRPC4 block | MrgX1 ag | TRPC4 agonist
CCOC(=O)c1c(NC(=O)COC(=O)Cc2ccccc2[N+](=O)[O-])sc(C(=O)N(C)C)c1C | i | i | i | i | i | i | i | 11 | i | i | i
Cc1onc(-c2ccccc2)c1C(=O)Nc1cc(C(F)(F)F)ccc1N1CCOCC1 | i | i | i | i | i | i | i | 18 | i | i | i
CCOc1cc2[nH]c(=S)n(CCCN3CCCC3=O)c(=O)c2cc1OCC | i | i | i | i | i | i | i | 7 | i | i | i
CC(=O)NS(=O)(=O)c1ccc2sc(C)nc2c1 | i | i | i | i | i | i | i | 7 | i | i | i
CN(C)/N=C/c1ccc(N2CCOCC2)cc1 | i | i | i | i | i | i | i | -6 | i | i | i
C[C@@H]1C(=O)O[C@H]2CC34[C@H]5C[C@@H](C(C)(C)C)[C@]36[C@@H](OC(=O)[C@@H]6O)O[C@@]4(C(=O)O5)[C@]21O (some centres undefined) | x | x | x | i | i | i | i | x | x | i | x
COc1ccc(C(=O)NC2CCN(CC(=O)Nc3c(C)cccc3C)CC2)cc1OC | i | i | i | i | i | i | i | 4 | i | i | i
O=C(c1cc(Br)c[nH]1)N1CCSCC1 | i | i | i | i | i | i | i | -1 | i | i | i
CCCNC(=O)c1ccc(CNc2c(N3CCC(C(=O)OCC)CC3)c(=O)c2=O)cc1 | i | i | i | i | i | i | i | 4 | i | i | i
Cc1ccc(C)c(-n2c(-c3ccc(Br)cc3)csc2=NC(=O)c2ccccc2F)c1 | i | i | i | i | i | i | i | -15 | i | i | i
O=C(C1CC1)N1CCc2cc(Br)cc(S(=O)(=O)N3CCN(c4ccccn4)CC3)c21 | i | i | i | i | i | i | i | 3 | i | i | i
O=C(c1ccccc1F)N(Cc1ccc(F)cc1)C1CCS(=O)(=O)C1 (centres undefined) | i | i | i | i | i | i | i | 0 | i | i | i
CS(=O)(=O)Nc1ccc(C2=NN(C(=O)c3cccc(F)c3)C(c3cccs3)C2)cc1 (centres undefined) | i | i | i | i | i | i | i | 6 | i | i | i
CCN1CCN(C(=O)/C(=C/c2ccco2)NC(=O)c2ccccc2)CC1 | i | i | i | i | i | i | i | -4 | i | i | i
C/C=C/Cn1c(SCCCc2ccccc2)nc2c1c(=O)[nH]c(=O)n2C | i | 86* | i | i | i | i | i | -1 | i | i | i
COc1ccc(CCNC(=O)Cn2cnc3scc(-c4ccccc4)c3c2=O)cc1OC | i | i | i | i | i | i | i | -14 | i | i | i
CCOc1ccc(N(C)S(=O)(=O)c2ccc3[nH]cc(C(=O)NCCCOC)c(=O)c3c2)cc1 | i | i | i | i | i | i | i | 2 | i | i | i
Cc1ccc(OCC(=O)Nc2c(C)ccc3nsnc23)cc1 | i | i | i | i | i | i | i | 1 | i | i | i
CCC(C)(C)NC(=O)C(c1ccc(C)o1)N(Cc1ccc2c(c1)OCO2)C(=O)c1snc(C(N)=O)c1N (centres undefined) | i | i | i | i | i | i | i | 16 | i | i | i
O=C(CN(Cc1ccco1)C(=O)CNS(=O)(=O)c1ccc(F)cc1)NCc1ccc(F)cc1 | i | i | i | i | i | i | i | 1 | i | i | i
COC(=O)c1cc(OC)c(OC)c(OC)c1NC(=O)c1ccc(S(=O)(=O)N(C)C)cc1 | i | i | i | i | i | i | i | 0 | i | i | i
CCOC(=O)c1nn(-c2ccccc2)c(=O)cc1SC(C)C | i | i | i | i | i | i | i | -1 | i | i | i
Cc1cc(C)n2nc(SC3CCCCN(C(=O)c4ccc(F)cc4)C3=O)nc2n1 (centres undefined) | i | i | i | i | i | i | i | -3 | i | i | i
CCOC(=O)c1c2c([nH]c(=S)c1C#N)CCCC2 | i | i | i | i | i | i | i | 44 | i | i | i
Cc1cccc(-n2c(=O)[nH]c3c(C(N)=O)nc(CC(C)C)nc32)c1 | i | i | i | i | i | i | i | 5 | i | i | i
O=c1[nH]cnc2scc(-c3ccc(Br)cc3)c12 | i | i | i | i | i | i | i | -10 | i | i | i
O=C(N=C1SC2CS(=O)(=O)CC2N1Cc1ccccc1)C1CCCO1 (centres undefined) | i | i | i | i | i | i | i | -10 | i | i | i
CCNc1nc(OC)nc(Oc2ccc(C(=O)OC)cc2)n1 | i | i | i | i | i | i | i | -5 | i | i | i
C/C(O)=c1/ccc2cccc3nc(C)nc1c23 | i | i | i | i | i | i | i | -5 | i | i | i
O=C(Nc1cccc(NC(=O)c2cccs2)c1)c1ccc(Br)o1 | i | i | i | i | i | i | i | -2 | i | i | i
O=c1[nH]c(N2CCc3ccccc32)nc2c1CCCC2 | i | i | i | i | i | i | i | 5 | i | i | i
COC(=O)c1cc(S(=O)(=O)N2CCCCC2)c[nH]1 | i | i | i | i | i | i | i | 4 | i | i | i
Cc1nc(SCC(O)CO)c([N+](=O)[O-])[nH]1 (centres undefined) | i | i | i | i | i | i | i | 0 | i | i | i
O=S(=O)(c1ccc2c(c1)OCCO2)N1CCN(Cc2ccc3c(c2)OCO3)CC1 | i | i | i | i | i | i | i | 7 | i | i | i
Cc1cc(CNC(=O)COc2ccc(F)cc2)c2ccccc2n1 | i | i | i | i | i | i | i | 12 | i | i | i
O=C(Cc1ccc(Cl)cc1)Nc1ncccn1 | i | i | i | i | i | i | i | 23 | i | i | i
COc1ccc(NS(=O)(=O)c2ccc3oc(SCc4ccc(F)cc4)nc3c2)cc1 | i | i | i | i | i | i | i | 1 | i | i | i
Cc1ccc(S(=O)(=O)N2CCN(Cc3ccccc3)CC2)c(C)c1N(C)S(=O)(=O)c1ccccc1 | i | i | i | i | i | i | i | 1 | i | i | i
CC1CCN(C(=O)Cn2nnc(-c3ccccc3)n2)CC1 | i | i | i | i | i | i | i | -3 | i | i | i
COc1ccccc1NC(=O)c1cc(Cl)nnc1Cl | i | i | i | i | i | i | i | 2 | i | i | i
CC(C)/C=C/CN1CCCC(N2CCN(c3cccc(Cl)c3)CC2)C1 (centres undefined) | i | i | i | i | i | i | i | 1 | i | i | i
O=C(N/N=C/c1cc(Cl)c(O)c(Cl)c1)c1cc2c(ccc3ccccc32)o1 | i | i | i | 100* | i | i | i | 26 | i | i | i
O=C(c1ccc(F)cc1)N1CCN(C2CC3CCC2C3)CC1 (centres undefined) | i | i | i | i | i | i | i | -7 | i | i | i
COc1cccc(CNc2ccc3[nH]c(=O)[nH]c3c2)c1OCc1ccccc1 | i | i | i | i | i | i | i | -2 | i | i | i
CCn1cc(C(=O)NCC(OC)OC)c(=O)c2cc(S(=O)(=O)N3CCC(C)CC3)ccc21 | i | i | i | i | i | i | i | -1 | i | i | i
COCCN(C(=O)COC(=O)CCC(=O)c1cccs1)c1c(N)n(Cc2ccccc2)c(=O)[nH]c1=O | i | i | i | i | i | i | i | 0 | i | i | i
CN1CCN(S(=O)(=O)c2cccc3nsnc23)CC1 | i | i | i | i | i | i | i | 1 | i | i | i
O=C(NCc1cccs1)C1CCCN(c2ncccn2)C1 (centres undefined) | i | i | i | i | i | i | i | -7 | i | i | i
c1coc(-c2nnc(NC3=NCCC3)o2)c1 | i | i | i | i | i | i | i | 1 | i | i | i
COc1cc(/C=C/C(=O)Nc2nc3ccc(S(=O)(=O)NC(C)C)cc3s2)cc(OC)c1OC | i | i | i | i | i | i | i | 13 | i | i | i
O=C1NC2(CCc3ccccc32)C(=O)N1CCOc1ccc(Cl)cc1 (centres undefined) | i | i | i | i | i | i | i | 0 | i | i | i
Cn1c(C2=C(O)CN(c3ccccc3)C2=N)nc2ccccc21 | i | i | i | i | i | i | i | -6 | i | i | i
COc1ccc(N2CCN(S(=O)(=O)c3cn(C)cn3)CC2)cc1 | i | i | i | i | i | i | i | -3 | i | i | i
CN(C(=O)c1cc2c(s1)-c1ccccc1S(=O)(=O)C2)c1ccccc1 | i | i | i | i | i | i | i | 6 | i | i | i
Cc1cc(-c2csc(NC(=O)c3ccccc3C(F)(F)F)n2)c(C)n1Cc1ccccc1 | i | i | i | i | i | i | i | 7 | i | i | i
Cc1ccccc1C(=O)NNC(=O)Nc1ccccc1 | i | i | i | i | x | i | i | 5 | i | i | i
N#C/C=C/N1CCN(Cc2ccc3c(c2)OCO3)CC1 | i | i | i | i | i | i | i | 4 | i | i | i
O=C(NC1CCCc2c1cnn2-c1ccc(F)cc1F)c1ccccn1 (centres undefined) | i | i | i | i | i | i | i | -3 | i | i | i
O=C(COC(=O)CNS(=O)(=O)c1ccccc1)NC12CC3CC(CC(C3)C1)C2 | i | i | i | i | i | i | i | -17 | i | i | i
CC(=O)c1ccc(NC(=O)N2CCCC(C(=O)c3ccc4c(c3)OCO4)C2)cc1 (centres undefined) | i | i | i | i | i | i | i | 7 | i | i | i
Following part
SMILES | TRPC6 act | TRPC4 PAM | TRPC6 inhibitor | TMEM16A inh | ANO1 activ | MrgX1 allo act | MrgX1 antagonist | SKKanGAS inh | TRPC4 block | MrgX1 ag | TRPC4 agonist
CCOC(=O)c1oc2ccccc2c1COC(=O)CNC(=O)c1cc(OC)c(OC)c(OC)c1 | i | i | i | i | i | i | i | 10 | i | i | i
CN(C)CCCN(C(=O)c1ccc(C(=O)c2ccccc2)cc1)c1nc2ccc(F)cc2s1 | i | i | i | i | i | i | i | 2 | i | i | 121*
CC(=O)Nc1cccc(-c2nnc(-c3ccccc3)o2)c1 | i | i | i | i | i | i | i | -9 | i | i | i
Cc1ccc(OCCCCCCN2CCNCC2)c(Br)c1 | i | i | -9* | i | i | i | i | 6 | i | i | i
Cc1oc2c(c1C(=O)NCc1cccnc1)C(=O)c1ccccc1C2=O | i | i | i | i | x | i | i | 86* | i | i | i
COc1cccc(CN(C)C(=O)c2ccc(Oc3ccccc3)cc2)c1OC | i | i | i | i | i | i | i | 0 | i | i | i

Compound activity (PubChem BioAssay)
